Source: PubChem (several laboratories)
OX1R antag – antagonists of human orexin 1 receptor; O43613; CHO/OX1R cells, Fluo-8 calcium fluorescence, orexin A; inhibition, % at 5 µM; actives 0.43% (n = 330,000); AID 434989;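 active means inhibition above its plate's threshold, mean inhibition of all tested compounds on the plate plus 3 SD, cut at about 37% in these data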;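 further: 0% = orexin A challenge wells and 100% = SB-334867-A antagonist wells; not every result past the cut was called active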
Target sequence (O43613 whole entry, looked up): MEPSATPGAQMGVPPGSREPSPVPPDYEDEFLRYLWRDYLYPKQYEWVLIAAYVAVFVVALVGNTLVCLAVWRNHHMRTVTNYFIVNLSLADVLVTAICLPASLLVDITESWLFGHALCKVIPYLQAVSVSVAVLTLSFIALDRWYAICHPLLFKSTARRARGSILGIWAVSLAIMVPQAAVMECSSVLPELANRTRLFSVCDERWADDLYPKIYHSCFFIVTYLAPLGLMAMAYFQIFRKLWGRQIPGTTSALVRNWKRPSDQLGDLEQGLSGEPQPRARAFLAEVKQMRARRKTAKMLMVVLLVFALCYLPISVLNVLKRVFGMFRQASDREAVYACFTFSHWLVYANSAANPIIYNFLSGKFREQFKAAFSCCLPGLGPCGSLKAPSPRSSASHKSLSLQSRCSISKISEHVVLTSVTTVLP
CHT PAM – allosterically activates the human high affinity choline transporter; CHT-expressing cells, membrane potential dye, choline EC20; active compounds read high; LV-AA mutant CHT in HEK293 cells; B-score at 10 µM; actives 0.49% (n = 310,000); AID 488977;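 active means initial fluorescence not abnormally high and integrated response B-score, plate-corrected, over 3 SD above library mean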
Target sequence (Q9GZV3 whole entry, looked up): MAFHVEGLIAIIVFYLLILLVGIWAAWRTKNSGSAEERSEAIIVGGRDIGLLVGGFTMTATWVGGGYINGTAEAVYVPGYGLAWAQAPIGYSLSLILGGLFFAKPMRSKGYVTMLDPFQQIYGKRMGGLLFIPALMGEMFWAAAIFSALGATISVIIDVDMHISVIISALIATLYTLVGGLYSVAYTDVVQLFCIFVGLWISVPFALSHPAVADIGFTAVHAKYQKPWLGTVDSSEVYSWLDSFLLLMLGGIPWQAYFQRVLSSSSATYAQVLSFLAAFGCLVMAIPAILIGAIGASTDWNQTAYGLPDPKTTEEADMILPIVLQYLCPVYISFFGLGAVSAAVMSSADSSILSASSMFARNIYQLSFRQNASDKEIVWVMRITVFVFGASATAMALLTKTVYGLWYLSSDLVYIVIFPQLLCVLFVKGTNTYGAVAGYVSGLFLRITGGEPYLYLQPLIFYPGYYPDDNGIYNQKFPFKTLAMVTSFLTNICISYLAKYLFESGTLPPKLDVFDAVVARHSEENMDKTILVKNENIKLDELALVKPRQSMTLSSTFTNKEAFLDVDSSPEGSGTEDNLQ
Starred values were filed as active, the others as inactive; i = inactive; nt = not tested or not shown.

SMILES	OX1R antag	CHT PAM
COc1cccc(CN2CCN(Cc3ccccc3C(F)(F)F)CC2)c1	-27	i
CCN(CC(=O)Nc1cccc(S(=O)(=O)N(C)c2ccccc2)c1)Cc1cccs1	30	nt
CCOC(=O)[C@@H]1[C@H]2COc3ccccc3[C@H]2N2C(=O)N(c3ccc(Br)cc3)C(=O)[C@]12C	-18	nt
Cc1cc(C)n(-c2nnc(SCC(=O)NC3CCCC3)c3ccccc23)n1	-13	i
O=C(COC(=O)c1ccc(O)cc1)Nc1ccccc1[N+](=O)[O-]	1	i
O=C(COC(=O)Cc1c[nH]c2ccccc12)NCCc1ccccc1	9	i
Cc1ccc2nsnc2c1NC(=O)c1cccc([N+](=O)[O-])c1	-15	i
Cc1ccc(C(=O)O)cc1NC(=S)NC(=O)c1ccc(COc2ccccc2)cc1	-4	i
COc1ccc(C(=O)CCC(=O)N2CCN(c3ccc([N+](=O)[O-])cc3)CC2)cc1	2	i
COc1cccc(C2CC(c3ccccc3OC)n3ncnc3N2)c1 (stereo not given)	-22	i
Cc1cc(C)n(-c2cc(N3CCN(C(=O)c4ccc(C(C)(C)C)cc4)CC3)ccc2[N+](=O)[O-])n1	-27	i
CC1CCCN(C(=O)Cn2c(=O)oc3ccccc32)C1 (stereo not given)	-19	i
Cn1c(N2CCCCC2)nc2c1c(=O)[nH]c(=O)n2C	-2	i
COC(=O)CCC(=O)NC1CC(C)(C)Cc2c1cnn2-c1ccc(F)cc1 (stereo not given)	-24	i
COc1cc([C@@H]2CC=C(C(=O)O)[C@H](c3ccccc3F)N2S(=O)(=O)c2ccc(C)cc2)cc(OC)c1OC	0	i
Cc1cccc(-n2c(O)c(C=Nc3ccccc3)c3ccccc3c2=O)n1	-27	i
Cn1c(NCC2CCCO2)nc2c1c(=O)n(Cc1ccccc1)c(=O)n2C (stereo not given)	-17	i
CC(C)NC(=O)c1cccc(C(F)(F)F)c1	-11	i
COc1ccc(CNCc2cccc(Cl)c2)cc1	-17	i
CCOc1ccc(-n2cc(-c3ccccc3)c3c(=S)nc[nH]c32)cc1	-1	i
O=C(Nc1cccnc1)Nc1cccc(F)c1	-3	i
O=c1c2ccccc2nc2n1CCc1c-2[nH]c2ccccc12	-11	i
COc1ccc(CN2CCN(CC3CC3)CC2CCO)cc1C (stereo not given)	-3	i
Cc1c(C(=O)O)oc2ccc(S(=O)(=O)NCc3ccc(F)cc3)cc12	-26	i
Cc1ncc2c(c1OC(=O)c1ccccc1)COC(C)(C)OC2	-6	i
CC(=O)Nc1ccc(NC(=O)C2CC(=O)N(c3ccccc3Cl)C2)cc1 (stereo not given)	-6	i
CCc1ccc(N(CC(=O)NCc2ccc3c(c2)OCO3)C(=O)c2csnn2)cc1	-20	i
O=C(NCc1ccccn1)C1CCN(S(=O)(=O)c2ccccc2)CC1	-11	i
COc1ccc(NC2=NCC(Cc3ccc(Br)cc3)S2)cc1 (stereo not given)	-19	i
CCCn1c(N)c(C(=O)CSc2nc(C)cs2)c(=O)n(C)c1=O	3	i
COc1ccc(/C=N/NC(=O)c2sccc2OCc2ccc(F)cc2)cc1OC	-12	i
CC(CN1CCN(Cc2ccccc2)CC1)c1ccccc1 (stereo not given)	-19	i
COc1cc(C(c2sc3nc(C)nn3c2O)N2CC(C)CC(C)C2)cc(OC)c1OC (stereo not given)	-28	i
c1ccc2c(c1)oc1c(NCCCn3ccnc3)ncnc12	-15	i
CCCC(=O)N(CCN1CCOCC1)c1nc2c(C)cccc2s1	-22	i
CN(C)CCNC(=O)c1nn(C)c2c1CCc1ccccc1-2	-6	i
COc1ccccc1NC(=S)NCCN1CCOCC1	1	i
COc1ccc(/C=C/C(=O)NC(=S)N2CCOCC2)cc1	-5	i
COC(=O)c1sc(NC(=O)C(C)c2ccccc2)nc1C (stereo not given)	-26	6.7*
CN1CCC(OC(=O)c2ccc(Cl)cc2Cl)CC1	-17	i
O=C(Nc1ccc(F)c(Cl)c1)C1CCCN(C2=NS(=O)(=O)c3ccccc32)C1 (stereo not given)	-10	nt
Cc1cnc([N+](=O)[O-])n1CCOC(=O)NC(=O)c1ccc(F)cc1	4	i
C=CCNc1nc(Nc2ccc([N+](=O)[O-])cc2)nc(N2CCCC2)n1	-34	i
COc1ccc(C(=O)N/C(=C/c2ccco2)C(=O)NCc2ccco2)cc1	-9	i
CCc1nnc(NC(=O)c2ccc3c(=O)n4c(nc3c2)CCCCC4)s1	-28	i
Cc1cc(C)cc(-n2c3nc4ccccc4nc3c3c(=O)n(Cc4ccco4)cnc32)c1	-3	i
COc1ccc(/C=C/C(=O)Nc2cccc(S(=O)(=O)N3CCCC3)c2)cc1OC	-17	i
CCNC(=O)c1cc(Br)ccc1Cl	-6	i
CCCn1cc(CN2CCc3ccc(NC(=O)C4CCCO4)cc3C2)c(C)n1 (stereo not given)	-3	i
N/C(=N\OC(=O)CCCOc1ccccc1)c1ccncc1	-8	i

Additional compounds
Structure | OX1R antag | CHT PAM
Cc1ccc(C(=O)Nc2ccccc2C(=O)N2CCCC(C)C2)cc1 (stereo not given) | -23 | i
CCCCN1C(=O)C(=O)N(c2ccccc2)C1=S | -7 | i
O=C(C1CCC(=O)N(C2CCCC2)C1)N1CCN(c2ccc(Cl)cc2)CC1 (stereo not given) | -23 | i
CN(Cc1ccccc1)S(=O)(=O)c1ccc(C(=O)Nc2nnc(C3CC3)o2)cc1 | -13 | i
O=C(Nc1ccc(F)cc1)c1cc(S(=O)(=O)N2CCOCC2)cs1 | -2 | i
COc1ccc(N(CC(=O)NCCC2=CCCCC2)S(=O)(=O)c2ccccc2)c(OC)c1 | -31 | i
CCOc1ccc(NC(=O)CSc2nnc(CCNC(=O)c3ccc(OC)cc3)n2CC)cc1 | -19 | i
CN1CCN(S(=O)(=O)c2ccc(Oc3ccc(Br)cc3F)nc2)CC1 | -10 | i
O=C(COc1coc(CN2CCc3ccccc3C2)cc1=O)Nc1cccc([N+](=O)[O-])c1 | -19 | i
CCOC(=O)c1ccc(-n2c(N)c(C(=O)NCc3ccco3)sc2=S)cc1 | -2 | i
CC(C)CN(C(=O)Cn1ccccc1=O)C1CCS(=O)(=O)C1 (stereo not given) | -5 | nt
Cc1c(Br)c([N+](=O)[O-])nn1CC(=O)Nc1ccc(C(N)=O)cc1 | -7 | i
Cc1ccc(S(=O)(=O)N2CCOC2C(Cl)(Cl)Cl)cc1 (stereo not given) | -17 | i
CCOc1ccc(N(C)c2ccc(/C=C3/SC(=S)NC3=O)cc2)cc1 | 33* | i
CCn1c(=O)n(Cc2ccco2)c(=N)c2c3c(sc21)COC(C)(C)C3 | -32 | i
NC(=O)C1CCN(S(=O)(=O)c2ccc3c(c2)OCCO3)CC1 | 4 | i
Cc1cc(C(=O)Nc2ccccc2N2CCOCC2)c(C)o1 | -24 | i
O=c1c2ccccc2sc2ccc(C#CC3(O)CCCCC3)cc12 | -9 | i
COC(=O)C1=C(C)NC(=O)NC1c1ccc(-c2ccccc2Cl)o1 (stereo not given) | -26 | i
Cc1occc1C(=O)Nc1cccc(Cl)c1Cl | -7 | i
CCC1(CC)NC(=O)N(CC(=O)Nc2cccc3ccccc23)C1=O | -23 | nt
Cc1ccccc1OC(C)C(=O)Nc1ccc(S(=O)(=O)N2CCCC2)cc1 (stereo not given) | -20 | i
O=C(CN1CCOCC1)Nc1ccc(Cl)cc1 | -8 | i
COC/C=C/C1=CC2=CC(=O)C(C)(OC(=O)c3cnc4ccccc4n3)C(=O)C2=CN1c1ccc(CO)cc1 (stereo not given) | -4 | i

An excerpt from above in order of molecular weight, high to low.
Structure | OX1R antag | CHT PAM
COC/C=C/C1=CC2=CC(=O)C(C)(OC(=O)c3cnc4ccccc4n3)C(=O)C2=CN1c1ccc(CO)cc1 (stereo not given) | -4 | i
COC(=O)C1=C(C)NC(=O)NC1c1ccc(-c2ccccc2Cl)o1 (stereo not given) | -26 | i
O=c1c2ccccc2sc2ccc(C#CC3(O)CCCCC3)cc12 | -9 | i
Cc1cc(C(=O)Nc2ccccc2N2CCOCC2)c(C)o1 | -24 | i
Cc1occc1C(=O)Nc1cccc(Cl)c1Cl | -7 | i
O=C(CN1CCOCC1)Nc1ccc(Cl)cc1 | -8 | i

Later entries
Structure | OX1R antag | CHT PAM
CN(CC(=O)Nc1ccc(N2CCOCC2)cc1)CC(=O)Nc1ccc(N2CCOCC2)cc1 | 10 | i
NC(N)=NC(N)=Nc1ccccc1 | -2 | nt
N#CCC1c2ccccc2CCN1C(=O)Nc1cccc(C(F)(F)F)c1 (stereo not given) | -27 | i
O=C(NCc1cccnc1)C(=O)NCC1OCCN1S(=O)(=O)c1ccc(Cl)cc1 (stereo not given) | -15 | i
COC(=O)Oc1nsnc1N1CCOCC1 | -1 | i
COc1ccc2c(c1)C=C(C(=O)OCc1cccnc1)CO2 | -18 | i
Cc1cc(NC(=O)CSCC(=O)OC(C)C(=O)c2cc(C)c(C)cc2C)no1 (stereo not given) | -33 | i
C=CCNS(=O)(=O)c1cc2c3c(c1)CCN3C(=O)CC2 | -10 | i
COc1ccc(N(C)C(=O)c2cnc(N3CCN(c4ncccn4)CC3)c3ccccc23)cc1 | -27 | i
C=CCOc1ccccc1CNCc1ccc(F)cc1 | -19 | i
O=C(CSc1ncccn1)NCc1cccc(Cl)c1 | -6 | i
COc1ccc2cnn(CCOc3ccccc3)c(=O)c2c1OC | -1 | i
CCC(CC)NCc1ccc(OC)cc1OC | -11 | i
O=C(c1ccc(Br)c([N+](=O)[O-])c1)N1CCN(Cc2ccccc2)CC1 | -15 | i
CCC(c1nnnn1Cc1ccco1)N1CCN(C(=O)c2ccco2)CC1 (stereo not given) | -8 | i
N=C1CCCN1c1ccccc1O | -7 | i
O=[N+]([O-])c1ccc(/C=N/Nc2nc(N3CCCC3)nc(N3CCCC3)n2)o1 | -12 | i
CCC1(c2ccc(OC)cc2)NC(=O)N(CC(=O)c2ccc3c(c2)OCCO3)C1=O (stereo not given) | -1 | nt
COc1ccc(NS(=O)(=O)c2cc(C(=O)N3CCC3)ccc2C)cc1 | -5 | nt
COc1ccc(NC(=O)c2cc3n(n2)C(C(F)(F)F)CC(c2ccc(OC)cc2)N3)cc1 (stereo not given) | -24 | i
CC(NS(=O)(=O)c1ccc(Cl)c(Cl)c1)C(=O)OCC(=O)Nc1ccc2c(c1)OCO2 (stereo not given) | -5 | i
NC(=O)CC[C@@H]1NC(=O)[C@@H]2CCCN2C(=O)c2cc([N+](=O)[O-])cc(F)c2NCCC[C@@H](C(N)=O)NC1=O | -7 | i
O=C(COc1ccc(F)cc1Br)N1CCc2ccccc21 | -21 | i
O=C(NNC(=O)c1ccco1)c1ccc(NS(=O)(=O)c2cccs2)cc1 | 0 | i
CCOc1ncccc1C(=O)N(CCC(C)C)c1c(N)n(Cc2ccccc2)c(=O)[nH]c1=O | -16 | nt
COc1ccccc1CNC(=O)c1ccc2c(=O)n(CC3CCCO3)c(=S)[nH]c2c1 (stereo not given) | -4 | i
CCNC(=O)CC1C(=O)N(c2cccc(OC)c2)C(=O)N1CCOC (stereo not given) | -14 | i
O=C(Nc1nnc(C2CCCO2)s1)c1cccs1 (stereo not given) | -26 | i
O=C(c1cc(C2CC2)nn1-c1ccccc1)N1CCN(Cc2ccc(Cl)cc2)CC1 | -18 | nt
CCCCC(CC(O)COCCC)C(=O)NN (stereo not given) | -36 | i
CSc1nc2ccc3nc(NC(=O)c4cccs4)sc3c2s1 | 56* | i
Cc1ccc(O)c(/C=N/NC(=O)Cc2ccc(Cl)cc2)c1 | -19 | i

Whole records from above. Order of screens: OX1R antag, CHT PAM
Results for COc1ccc(C(=O)CCC(=O)N2CCN(c3ccc([N+](=O)[O-])cc3)CC2)cc1 = 2, i
Results for COc1ccc(/C=C/C(=O)Nc2cccc(S(=O)(=O)N3CCCC3)c2)cc1OC = -17, i
Results for CC(CN1CCN(Cc2ccccc2)CC1)c1ccccc1 (stereo not given) = -19, i

The listing continues.
Structure | OX1R antag | CHT PAM
O=C(COC(=O)c1ccc(O)cc1O)NC(=O)NCc1ccccc1 | 4 | nt
COc1ccc(NC(=O)CCCN2C(=O)C(c3ccccc3)Oc3cccnc32)cc1 (stereo not given) | -29 | i
Cc1onc(-c2ccccc2Cl)c1C(=O)N1C=CC(C(F)(F)F)=NCC1 | -9 | i
CCCc1nc2ccccc2c(C(=O)OC2CCOC2=O)c1CC (stereo not given) | -35 | i
COc1cccc(CNC(=O)C2CCN(c3ncnc4c3nc3n4CCCCC3)CC2)c1 | -20 | i
COc1ccccc1NS(=O)(=O)c1cccc(NC(=O)Nc2ccccc2)c1 | 44* | i
CCC(C)[C@H](NC(=O)N1CCn2c1nc1ccccc12)C(=O)NCCc1ccccc1 (stereo not given in full) | -7 | i
COc1cc(NC(=O)c2ccccc2)ccc1NC(=O)Cc1ccccc1 | -34 | i
C[C@H](CO)N1C[C@H](C)[C@@H](CN(C)S(=O)(=O)c2cn(C)cn2)Oc2c(NC(=O)Nc3ccc4c(c3)OCO4)cccc2C1=O | -5 | nt
Cc1nc(C)c(C(=O)C2=C(O)C(=O)N(CCN3CCOCC3)C2c2cccs2)s1 (stereo not given) | -17 | i
CC/C(O)=C1\C(=O)CC(c2ccccc2)CC1=NC(C)C (stereo not given) | -27 | i
CCN=C1SC(C(=O)Nc2ccc(OCC)cc2)CC(=O)N1CC (stereo not given) | -16 | i
